ROC1-CUL1 inh: inhibitors of human ROC1-CUL1 ubiquitin ligase activity; P62877+Q13616; in vitro K48 di-Ub FRET, acceptor:donor ratio, 45 min; inhibition, % at 10 µM; 140,000 compounds, 0.6% hits; in the data active = inhibition above about 25%
Target sequence (P62877 whole entry, looked up): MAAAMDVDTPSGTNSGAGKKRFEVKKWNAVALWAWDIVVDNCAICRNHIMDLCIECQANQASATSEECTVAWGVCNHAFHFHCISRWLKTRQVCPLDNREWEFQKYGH
Target sequence (Q13616 whole entry, looked up): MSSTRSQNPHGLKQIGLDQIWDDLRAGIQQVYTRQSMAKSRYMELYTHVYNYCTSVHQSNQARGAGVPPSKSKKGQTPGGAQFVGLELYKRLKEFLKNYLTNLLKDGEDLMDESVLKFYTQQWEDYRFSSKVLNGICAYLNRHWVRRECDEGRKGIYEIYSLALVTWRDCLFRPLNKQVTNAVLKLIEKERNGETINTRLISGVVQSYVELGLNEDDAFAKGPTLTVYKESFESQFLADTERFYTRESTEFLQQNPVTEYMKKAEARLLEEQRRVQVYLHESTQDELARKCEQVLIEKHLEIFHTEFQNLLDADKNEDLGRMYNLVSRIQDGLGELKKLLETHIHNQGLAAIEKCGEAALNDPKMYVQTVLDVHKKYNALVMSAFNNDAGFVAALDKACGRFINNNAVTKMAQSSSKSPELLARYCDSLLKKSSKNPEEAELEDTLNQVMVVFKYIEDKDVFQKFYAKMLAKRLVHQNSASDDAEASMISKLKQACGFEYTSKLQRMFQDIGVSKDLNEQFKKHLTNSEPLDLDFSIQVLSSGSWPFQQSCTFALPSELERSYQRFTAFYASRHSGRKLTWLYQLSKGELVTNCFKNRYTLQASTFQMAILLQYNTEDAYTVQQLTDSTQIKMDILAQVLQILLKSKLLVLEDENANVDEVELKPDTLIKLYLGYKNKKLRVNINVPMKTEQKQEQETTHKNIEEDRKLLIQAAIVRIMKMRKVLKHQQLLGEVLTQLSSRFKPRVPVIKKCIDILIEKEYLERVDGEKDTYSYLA
Active calls of the source: *. The list is partial. The share of hits here may be higher or lower than overall.

SMILES	ROC1-CUL1 inh
CCc1cc2c(=O)[nH]c(-c3ccccn3)nc2s1	-1.3
O=C(CSc1nccn1Cc1ccco1)Nc1ccc(OC(F)(F)F)cc1	-11.0
O=C(c1cc(Cl)cc(Cl)c1)N1CCC2(CC1)OCCO2	-2.7
COC(=O)C1C(=O)C=C(C(C)(C)C)N(c2ccccc2)C1=O (stereo unspecified)	-2.8
COc1cc(OC)c(N(C)C(=O)c2sc3nc4n(c(=O)c3c2C)CCCC4)cc1Cl	-3.5
c1ccc(-c2nnnc3ccccc23)cc1	-1.6
COc1ccc(-c2cnnc(NCC(c3ccccc3)N3CCCCC3)n2)c(OC)c1 (stereo unspecified)	-9.7
Cc1cccc(-n2c(-c3ccc(F)cc3)cn3c4c(=O)n(C)c(=O)n(C)c4nc23)c1	-1.8
CCOc1ccccc1CNC(=O)CSc1nnc(C)c2c(C)n(-c3ccccc3)nc12	-1.2
Cc1ccc(-n2nc(C(=O)N(C)C)nc2-c2ccccc2)cc1	4.6
C=CCOc1ccc(CNc2ccc(NC(=O)CCCC)cc2)cc1OC	7.1
N#Cc1nc(COc2ccc(Br)cc2)oc1NCCN1CCOCC1	6.0
CCN1CCCC1CN(CC1CCN(CCOC)CC1)C(=O)C1=CCCCC1 (stereo unspecified)	14.5
CCc1ccc(-n2nc(C)c3c(C(=O)Nc4cc(OC)cc(OC)c4)cc(C)nc32)cc1	-11.5
CCOc1nc(C#N)nc(N2CCCCC2)n1	-0.8
O=C(N/N=C/c1cccc(Cl)c1)c1ccccc1O	-5.3
CC(C)c1cc(C(=O)NCc2ccccc2)no1	-3.0
COc1cccc(S(=O)(=O)N2C(C)CCCC2C)c1 (stereo unspecified)	-12.3
Cc1ncoc1C(=O)N(CCN1CCCCC1)CC1CCCN(C2CCCC2)C1 (stereo unspecified)	11.6
COCc1[nH]nc2c1C(c1ccc(Cl)cc1)C(C#N)C(=N)O2 (stereo unspecified)	-6.7
Cc1ccccc1C(=O)Nc1c(C(=O)N2CCCC2)cnn1-c1ccccc1	-5.8
CC(C)(C)c1ccc(OCCn2cnc3ccccc32)cc1	8.8
COCc1nc2sc3c(c2c(=O)[nH]1)CCCC3	2.1
CCOC(=O)C1C(=N)OC2=C(C(=O)CC(C)(C)C2)C1c1cccc(Cl)c1 (stereo unspecified)	10.0

Some of the entries above in another layout.
ROC1-CUL1 inh,SMILES
-9.7,COc1ccc(-c2cnnc(NCC(c3ccccc3)N3CCCCC3)n2)c(OC)c1 (stereo unspecified)
-1.8,Cc1cccc(-n2c(-c3ccc(F)cc3)cn3c4c(=O)n(C)c(=O)n(C)c4nc23)c1
-1.2,CCOc1ccccc1CNC(=O)CSc1nnc(C)c2c(C)n(-c3ccccc3)nc12
4.6,Cc1ccc(-n2nc(C(=O)N(C)C)nc2-c2ccccc2)cc1
7.1,C=CCOc1ccc(CNc2ccc(NC(=O)CCCC)cc2)cc1OC
6.0,N#Cc1nc(COc2ccc(Br)cc2)oc1NCCN1CCOCC1
14.5,CCN1CCCC1CN(CC1CCN(CCOC)CC1)C(=O)C1=CCCCC1 (stereo unspecified)
-11.5,CCc1ccc(-n2nc(C)c3c(C(=O)Nc4cc(OC)cc(OC)c4)cc(C)nc32)cc1
-0.8,CCOc1nc(C#N)nc(N2CCCCC2)n1
-5.3,O=C(N/N=C/c1cccc(Cl)c1)c1ccccc1O
-3.0,CC(C)c1cc(C(=O)NCc2ccccc2)no1
-12.3,COc1cccc(S(=O)(=O)N2C(C)CCCC2C)c1 (stereo unspecified)
11.6,Cc1ncoc1C(=O)N(CCN1CCCCC1)CC1CCCN(C2CCCC2)C1 (stereo unspecified)
-6.7,COCc1[nH]nc2c1C(c1ccc(Cl)cc1)C(C#N)C(=N)O2 (stereo unspecified)
-5.8,Cc1ccccc1C(=O)Nc1c(C(=O)N2CCCC2)cnn1-c1ccccc1

New compounds follow:
SMILES	ROC1-CUL1 inh
Cc1ccc(C(=O)Nc2ccc(Sc3ccc(Cl)cc3)cc2)cc1	11.2
CC(Sc1nc2ccccc2c(=O)[nH]1)C(=O)O (stereo unspecified)	-7.6
CSc1nccc(-c2cc(Cl)c3c(c2)CC(CNC(=O)C(c2cccnc2)N2CCCC2)O3)n1 (stereo unspecified)	3.5
Cc1ccc(C(=O)Nc2cccc3cccnc23)cc1Cl	-4.2
CCN(CC)c1ccc(NC(=O)c2ccc(Br)cc2)c(C)c1	9.0
COC(=O)c1cc2nnsc2n1C(=O)OC	5.3
CCN1c2cc(C)ccc2-n2cccc2C12CCN(C(=O)Nc1cc(OC)c(OC)c(OC)c1)CC2	0.0
COc1ccc(-n2c(SCC(=O)NCc3ccc(C)cc3)nc3n[nH]c(C)c3c2=N)cc1	7.4
CCOc1cccc(C(=O)Nc2nnc(C(c3ccccc3)c3ccccc3)s2)c1	1.4
COc1cc(C=C2C(=O)NC(=O)NC2=O)cc(I)c1OCc1ccccc1F	2.5
COc1ccc(CC(=O)Nc2sc3c(c2C(=O)Nc2c(C)cccc2C)CCCCC3)cc1	-8.1
CC(=O)Oc1ccc(-c2ccc(C=Nc3ccc(S(=O)(=O)Nc4nccs4)cc3)cc2)cc1	10.2
Cc1ccc(NC(=O)CN2C(=O)COc3ccc(S(=O)(=O)N4CCOCC4)cc32)c(Cl)c1	2.3
Fc1ccc(-c2cc(-c3ccccc3)nc3ccc4ccccc4c23)cc1	-12.1
CCOc1ccc(NC(=O)c2ccc3c(c2)c(C)c(C)n3Cc2ccc(F)cc2)cc1	3.4
Cc1ccccc1NC(=O)C1CCN(S(=O)(=O)c2c(C)noc2/C=C/c2ccco2)CC1	3.8
CCOC(=O)C(NC(=O)c1cccc(Cl)c1)(Nc1sc2c(c1C#N)CCCCCC2)C(F)(F)F (stereo unspecified)	-6.0
Cc1ccc(CN2C(=O)c3oc4ccc(C)cc4c(=O)c3C2c2ccc(O)cc2)cc1 (stereo unspecified)	-10.2
CCc1nnc2c(NCc3ccccc3)nc3ccccc3n12	-1.3
O=c1[nH]c(NC2CCCCC2)nc2sc3c(c12)CCCC3	-2.6
COC(=O)c1ccc(/C=C2/N=C(c3cc(I)ccc3Cl)OC2=O)cc1	0.4
COc1cc(C2c3c(n[nH]c3C(C)C)OC(=N)C2C#N)ccc1O (stereo unspecified)	-1.4
CCCCNC(=O)C1(c2ccc(OC)cc2)CCOCC1	2.0
COc1ccccc1N1CCN(S(=O)(=O)c2ccc(-n3cnnn3)cc2)CC1	1.0
CCOC(=O)C1=C(C)N(Cc2ccccc2)C(=O)C(c2ccccc2)C1=O (stereo unspecified)	4.6
Nc1ccc(C2CC(=O)NC(=O)N2)cc1 (stereo unspecified)	2.2
O=C(Nc1ccc(F)c(Cl)c1)C(=S)NCc1ccco1	10.3
O=C(O)c1ccccc1/C=C\c1ccc(Cl)s1	0.7
COCCN1C(=O)NC(Cc2ccc(F)cc2)(C2CCN(C(=O)c3ccc(C)cc3C)CC2)C1=O (stereo unspecified)	5.4
N#CC1C(=N)S[C@@H](C(=O)c2ccccc2)[C@@H]1c1cc2c(cc1Cl)OCO2 (stereo partly specified)	-6.0
CCOc1ccc(NC(=O)CCNS(=O)(=O)c2cccc3nonc23)cc1	-0.8
CCOc1ccc(OCC)c(NC(=O)c2cnc3c(-c4ccccc4)c(C)nn3c2C)c1	2.2
COc1ccccc1C(=O)CC1(O)C(=O)N(CC(N)=O)c2ccccc21 (stereo unspecified)	1.5
C=CCn1c(SCCCC)nnc1-c1ccc(O)cc1	-4.3
Cc1occc1C(=O)Nc1nn[nH]n1	6.8
NC(=O)C1Cc2cc(Cl)ccc2Sc2ccccc21 (stereo unspecified)	7.1
CC1C(=NC(=O)C2CC(c3c(F)cccc3Cl)=NO2)C(=O)N(c2ccccc2)N1C (stereo unspecified)	-11.9
Cc1c(C)c(S(=O)(=O)N2CCCN(S(=O)(=O)c3c(C)c(C)c4c(c3C)CCC(C)(C)O4)OCCO2)c(C)c2c1OC(C)(C)CC2	-4.1
O=C(c1coc(COc2ccc(F)cc2)n1)N1CCCC1	-3.6
O=C(NC(=S)Nc1ccc(Cl)cc1)c1cccc(F)c1	-7.5
Cc1ccc(Cl)cc1N1CCN(C(=O)Cc2cccc3ccccc23)CC1	-4.2
COc1ccccc1N1CCN(CN2CCSC2=S)CC1	3.3
NC(=S)NN=C(Cc1nc(-c2ccccn2)cc2ccccc12)c1ccccc1	8.6
O=C(CCCOc1ccc(Cl)cc1Cl)N1CCOCC1	0.5
CCCCC(=O)Nc1ccc(Cl)c(Cl)c1	5.2
COc1ccc(NC(=O)c2c(C)oc3ccc(O)c(CN4CCCCCC4)c23)cc1Cl	-9.2
CCc1cccc(C)c1NC(=O)COc1ccc2c(=O)c(-c3ccccc3)coc2c1	-3.2
COc1ccc2c(c1)Cc1sc(NC(=O)c3ccccc3Br)nc1-2	19.0
Cc1nc2ncc3c(=O)n(CCc4ccccc4)ccc3n2n1	-1.8
CCn1c(SCC(=O)Nc2ccc(C)c(C)c2)nnc1-c1nonc1NC(C)=O	5.3
CCOC(=O)c1sc(NC(=O)c2cc(-c3ccc(Br)cc3)nc3ccccc23)nc1C	2.6
CC(C)c1ccc(S(=O)(=O)c2nnn3c2nc(N2CCCC2)c2sccc23)cc1	2.0
Cc1c(C(=O)Nc2ccccc2F)nnn1-c1ccc(C(C)C)cc1	-7.4
CCn1c(SCC(=O)c2ccc(F)cc2)nnc1-c1ccc(N)cc1	7.7
COc1ccc(Br)cc1C=Nc1ccc(OS(=O)(=O)c2c(C)cc(C)cc2C)cc1	7.6
CCNC(=O)c1ccc(C)c(NS(C)(=O)=O)c1	4.9
CC1=NC(=O)NC(c2cccc(C)c2)C1C(=O)OC(C)(C)C (stereo unspecified)	13.5
COc1cccc(C(C)N(C)C(=O)Cn2nnnc2CN2CCC(C)CC2)c1 (stereo unspecified)	1.7
COc1ccccc1NC(=O)c1cc2c(=O)oc3ccc(C)cc3c2s1	-9.7
Fc1c(F)c(F)c(-c2nc3ncc(Br)cc3[nH]2)c(F)c1F	-1.9

Next section
SMILES	ROC1-CUL1 inh
COc1ccc(OC)c(/C=C(\C#N)c2nc(-c3ccc(F)cc3)cs2)c1	17.4
CCOc1cc(C=C2C(=O)OC(C)(c3ccccc3)OC2=O)ccc1O (stereo unspecified)	-4.1
CCc1ccc2c(Cl)c(C(=O)NNC(=O)Nc3ccccc3)sc2c1	-0.6
O=C1CCCCCN1CN1CC(c2ccccc2)CC1=S (stereo unspecified)	0.9
COc1ccc(-c2c(C)oc3cc(OCC(=O)c4ccccc4)ccc3c2=O)cc1OC	3.2
C=CCn1c(SC)nc2sc3c(c2c1=O)CCC3	-6.1
CN1CCCCC1CCNC(=O)c1ccc(NCC2CCOCC2)nc1 (stereo unspecified)	-1.0
CC(C)c1cc(C(N)=O)c(NC(=O)c2ccc(COc3ccc(Br)cc3)cc2)s1	-9.1
CN(C)c1ncc2c(n1)CCCC2NC1Cc2ccccc2C1 (stereo unspecified)	-5.4
Cc1ccc(-n2nnc(C(=O)N(C)c3ccccc3)c2C)cc1	0.7
Cc1ccc(NS(=O)(=O)c2ccc3[nH]c(=O)oc3c2)c(C)c1	-2.6
CN(Cc1ccccc1)C(=O)c1cccc(NC(=O)c2nsc3ccccc23)c1	4.4
Cn1c(N/N=C/c2c(O)ccc3oc4c(c23)CCCC4)nc2ccccc21	1.8
Fc1cccc(Cl)c1-c1nnc2cccc(Cl)n12	0.6
COc1ccccc1N1CCN(S(=O)(=O)CCNC(=O)COc2ccccc2F)CC1	-4.2
CC(=O)NS(=O)(=O)c1cccnc1Nc1ccc(Cl)c(C(F)(F)F)c1	-4.7
CCOc1ccc(C(=O)Nc2scc(-c3ccc(F)cc3)c2C(=O)OC)cc1	-9.8
O=C(Nc1cccc(N2CCCC2)c1)c1ccc(Oc2ccccc2)cc1	-3.0
CCCNC(=O)c1cc(SC)ccc1Cl	-3.1
Cc1c(C)c(C)c(S(=O)(=O)NCc2cn(-c3ccccc3)nc2-c2ccccc2)c(C)c1C	0.0
CC(C)C(=O)NC(=S)Nc1cccc(Cl)c1Cl	-0.5
CC(C)CCN1C(=O)c2ccc(C(=O)Nc3ccc4c(c3)OCO4)cc2C1=O	-5.8
COC(=O)NNC(=O)COc1cc(C)ccc1C	7.4
Cc1nc(C)n(C(C)CC(=O)O)n1 (stereo unspecified)	2.8
COC(=O)c1ncn2c1C(=O)OC(COc1ccccc1)C2 (stereo unspecified)	12.7
CCC(=O)N1c2ccccc2CC1C(=O)NCCCN1CCN(c2ccc(OC)cc2)CC1 (stereo unspecified)	-0.7
O=C(NCc1ccc(Cl)cc1)C1CCC(CNS(=O)(=O)c2ccccc2)CC1 (stereo unspecified)	-12.4
COc1ccc(-c2nnn(CC(=O)Nc3ccc(OC(F)(F)Cl)cc3)n2)cc1OC	-8.6
COc1ccccc1C(=O)Nc1ccc2oc(-c3cccc(Cl)c3Cl)nc2c1	2.2
Nc1nc2c([N+](=O)[O-])cccc2[nH]1	-2.8
CC(=O)Nc1ccc(N2CC(C(=O)NC(C)(C)C)CC2=O)cc1 (stereo unspecified)	-10.8
FC(F)(F)c1cccc(-c2cccc(-c3ccn[nH]3)c2)n1	8.9
O=C(CC12CC3CC(CC(C3)C1)C2)N1CCN(Cc2ccco2)CC1	4.0
CN(C)C1CCN(C(=O)c2coc(COc3cccc(C(F)(F)F)c3)n2)C1 (stereo unspecified)	-4.6
COC(=O)c1ccc(Cl)cc1NC(=O)Nc1nnc(N(C)C2CCCCC2)s1	2.6
CC(=O)N1N=C(c2cccs2)CC1c1ccco1 (stereo unspecified)	6.5
CC(=O)c1sc(NC(=O)C2CCCCC2C(=O)O)nc1C (stereo unspecified)	8.8
CC(C)C1C2CCCC=C2C(C#N)C(=N)C1(C#N)C#N (stereo unspecified)	0.1
O=C(N=C(Cc1cccs1)C(=O)N1CCCCCC1)c1ccccc1	-3.4
O=C(Cc1ccc(F)cc1)Oc1ccc(Br)cc1C(=S)N1CCOCC1	0.1
COc1ccccc1-n1c(-c2ccccc2Cl)n[nH]c1=S	-12.3
CCC(C)NC(=O)c1cnn2c1NC(c1ccc(OC)cc1)CC2C(F)(F)F (stereo unspecified)	1.5
CCCCCc1nnc(NC(=O)N(C)C(C)c2nc(C)cs2)s1 (stereo unspecified)	1.1
COc1ccc(C2C(C(=O)c3ccc(F)cc3)C(=O)C(=O)N2Cc2ccco2)cc1OC (stereo unspecified)	-0.4
O=C1C(=O)N(CCCn2ccnc2)C(c2ccc(O)cc2)C1C(=O)c1cc2ccccc2o1 (stereo unspecified)	-0.9

Screening results deposited in PubChem BioAssay by Icahn School of Medicine at Mount Sinai.
